# Screening data deposited in PubChem by National Center for Advancing Translational Sciences (NCATS).
# JMJD2A Tudor: qHTS Assay for Inhibitors of JMJD2A-Tudor Domain | Lysine-specific demethylase 4A (Homo sapiens), O75164 | AlphaScreen JMJD2A-Tudor / H3K4me3 peptide binding | Potency, µM (top dose mostly 114 µM), without a hit: at the top dose activity change, negative = inhibition, usual class: inhibitors | actives 4.4% (n = 390,000) | AID 504339, 2011; further: on the % scale 0 is the no-effect control and ±100 the full control effect; nearly all actives have a fitted effect of over 50% in size
# ALOX12 inh: Primary qHTS assay for inhibitors of human arachidonate 12S-lipoxygenase (ALOX12): Round 2; actives 1.1% (n = 580,000); purified 12hLO, xylenol orange hydroperoxide absorbance; Potency, µM (titrated, usually from 108 µM), for inactives: at the highest dose activity change, negative = inhibition, usual class: inhibitors; further: on the % scale 0 is the no-effect control and ±100 the full control effect
#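 Hydroperoxide product was detected by ferrous iron/xylenol orange as the 573 to 405 nm absorbance ratio. Arachidonic acid at 40 uM (final) was turned over for 30 min at room temperature by 150 nM human 12hLO, pH 7.0 Hepes buffer, after 15 min compound preincubation.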
# RGS4 inh: Inhibitors of Regulator of G Protein Signaling (RGS) 4: qHTS; Potency, µM (highest dose often 114 µM), without a hit: top-dose activity change, negative = inhibition, actives largely listed as inhibitors; actives 0.039% (n = 390,000); Regulator of G-protein signaling 4 (Homo sapiens), P49798; Transcreener GDP fluorescence polarization, RGS4-accelerated GTP hydrolysis; further: on the % scale 0 is the no-effect control and ±100 the full control effect; nearly all actives have a fitted effect of over 75% in size; some results filed as inactive show a strong effect at the top dose
#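 MLSMR compounds (23 nl, pin-transferred) preincubated 10 min at room temperature with a 500nM (2x) first reagent, then RGS4 at 900nM (2x) plus Transcreener GDP mix added; fluorescence polarization (620/688 nm) read before and after 90 min at 30 °C.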
# PGK inhibitor: qHTS Assay to Find Inhibitors of Phosphoglycerate Kinase; Phosphoglycerate kinase, glycosomal (Trypanosoma brucei brucei), P07378; actives 0.043% (n = 380,000); Potency, µM (doses to about 57.5 µM), for the others: top-dose activity change, negative = inhibition, actives largely listed as inhibitors; PGK/GAPDH coupled, Kinase-Glo luminescence, 60 min; further: on the % scale 0 is the no-effect control and ±100 the full control effect; nearly all actives have a fitted effect of over 60% in size
# Target sequence (P07378 whole entry, looked up): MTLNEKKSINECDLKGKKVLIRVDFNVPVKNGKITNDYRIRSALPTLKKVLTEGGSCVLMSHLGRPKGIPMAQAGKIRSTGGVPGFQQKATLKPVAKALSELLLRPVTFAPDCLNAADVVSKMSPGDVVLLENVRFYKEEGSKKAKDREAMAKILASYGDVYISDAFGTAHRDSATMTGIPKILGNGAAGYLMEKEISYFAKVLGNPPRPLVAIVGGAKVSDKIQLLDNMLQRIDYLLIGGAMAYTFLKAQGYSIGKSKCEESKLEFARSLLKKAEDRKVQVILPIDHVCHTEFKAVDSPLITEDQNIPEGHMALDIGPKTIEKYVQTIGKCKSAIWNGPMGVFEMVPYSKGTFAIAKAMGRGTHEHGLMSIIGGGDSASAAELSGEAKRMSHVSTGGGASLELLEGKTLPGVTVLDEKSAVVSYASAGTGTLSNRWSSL
#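 Recombinant glycosomal PGK reaction used 1,3-bisphosphoglycerate generated in-well by GAPDH (100nM final) in 100mM TEA pH 7.6, 5mM MgCl2, 0.01% Tween-20. After 60 minutes at room temperature, ATP was read by Kinase-Glo Plus luminescence end-point.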
# HP1b binding inh: HTS for Inhibitors of HP1-beta Chromodomain Interactions with Methylated Histone Tails; Chromobox protein homolog 1 (Homo sapiens), P83916; AlphaScreen HP1-beta / biotin-H3K9me3 peptide binding; Potency, µM (highest dose often 114 µM), for inactives: at the highest dose activity change, negative = inhibition, usual class: inhibitors; actives 0.56% (n = 390,000); further: nearly all actives have a fitted effect of over 70% in size; inactives centre near 23
#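 AlphaScreen: HP1-beta (50 nM) preformed 30 min with biotin-H3(1-18)K9me3 peptide (50 nM) in PBS pH 7.4, 0.01% Tween-20. Compound added for 30 min at RT, then streptavidin donor/nickel chelate acceptor beads (10 ug/mL) for 30 min.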
# ERG-DNA inh: qHTS for Small Molecule Inhibitors of the ERG Ets/DNA interaction; Transcriptional regulator ERG (Homo sapiens), P11308; fluorescence polarization, His-ERG Ets domain / labelled DNA; Potency, µM (doses to about 76.9 µM), without a hit: top-dose FP activity, negative = inhibition, actives largely listed as inhibitors; actives 0.028% (n = 370,000); AID 624246, 2012; active means well fitted inhibition curve with a large enough effect in the polarisation, with a control signal flat; inconclusive means small, poorly fitted or top-dose-only effect, or effect the other way, or a change in a side signal; inactive means no such curve, though single readings can be large or run the other way; the % refers to the polarisation;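 further: polarization taken with two DNA probes labelled with fluorescein and Texas red; % of control where 0% means no effect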
# Target sequence (P11308 whole entry, looked up, the tested form may be a part): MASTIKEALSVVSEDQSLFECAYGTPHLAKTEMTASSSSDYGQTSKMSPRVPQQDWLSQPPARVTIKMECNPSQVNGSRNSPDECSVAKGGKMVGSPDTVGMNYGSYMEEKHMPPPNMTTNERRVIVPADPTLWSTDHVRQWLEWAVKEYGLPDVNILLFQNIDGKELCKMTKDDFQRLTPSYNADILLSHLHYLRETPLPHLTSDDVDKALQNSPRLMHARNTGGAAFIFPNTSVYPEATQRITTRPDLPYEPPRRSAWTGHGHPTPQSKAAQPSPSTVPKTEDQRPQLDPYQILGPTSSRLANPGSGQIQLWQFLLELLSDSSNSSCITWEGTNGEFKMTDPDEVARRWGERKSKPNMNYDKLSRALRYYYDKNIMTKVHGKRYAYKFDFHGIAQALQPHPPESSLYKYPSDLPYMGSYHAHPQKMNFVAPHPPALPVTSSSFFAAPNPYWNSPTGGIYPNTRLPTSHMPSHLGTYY
#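 His-tagged ERG Ets domain (1 uM in the protein solution; 300mM KCl, 50mM Tris-HCl, 1mM EDTA, 1mM DTT, pH 7.5) received compound, then a probe mix of 5 nM fluorescein-DNA and 100nM Texas-615-DNA. Fluorescence polarization was read for both dyes.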
# Pin1 inhibitor: qHTS Assay to Find Inhibitors of Pin1 | Potency, µM (series often up to 115 µM), for inactives: at the top dose activity, negative = inhibition, actives largely listed as inhibitors | Pin1 FP peptide displacement, HiFluor488, 10 min | AID 504891, 2011 | actives 0.009% (n = 390,000) | Peptidyl-prolyl cis-trans isomerase NIMA-interacting 1 (Homo sapiens), Q13526; active means well fitted inhibition curve with a large enough effect in the polarisation, with a control signal flat, not every such curve was filed as active; inconclusive means small, poorly fitted or top-dose-only effect, or effect the other way, or a change in a side signal; inactive means no such curve, though single readings can be large or run the other way; the % refers to the polarisation; further: on the % scale 0 is the no-effect control and ±100 the full control effect
# Target sequence (Q13526 whole entry, looked up): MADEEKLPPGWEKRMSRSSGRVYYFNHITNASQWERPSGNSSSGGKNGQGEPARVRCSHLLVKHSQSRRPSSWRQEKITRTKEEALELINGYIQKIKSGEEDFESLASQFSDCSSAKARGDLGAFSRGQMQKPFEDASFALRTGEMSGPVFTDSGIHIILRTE
# GLS inh: qHTS for Inhibitors of Glutaminase (GLS) | GLS enzymatic activity, qHTS titration | Potency, µM (highest dose often 45.5 µM), for inactives: top-dose activity change, negative = inhibition, most hits filed as inhibitors | actives 0.21% (n = 410,000); further: on the % scale 0 is the no-effect control and ±100 the full control effect
#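 Human kidney-isoform GLS in 45 mM KH2PO4 pH 8.2, 0.02% Tween-20, with compound, started with 1mM L-Glutamine (added stock). Glutamate oxidase/HRP/Amplex red coupled fluorescence read at start and after 30 min at RT.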
# rTrxR1 inhibitor: qHTS Assay for Inhibitors of Mammalian Selenoprotein Thioredoxin Reductase 1 (TrxR1): qHTS; Thioredoxin reductase 1, cytoplasmic (Rattus norvegicus), O89049; recombinant rTrxR1, NADPH fluorescence consumption, selenite substrate; Potency, µM (titrated, usually from 114 µM), inactives show top-dose activity change, negative = inhibition, usual class: inhibitors; actives 1% (n = 390,000); AID 588453, 2011; further: on the % scale 0 is the no-effect control and ±100 the full control effect; nearly all actives have a fitted effect of over 65% in size
#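 Rat TrxR1 (90 nM in the dispensed reagent) was pre-reduced with 400 uM NADPH for 5 min at room temperature, then incubated with compound for 15 min. After 400 uM selenite was added, NADPH fluorescence (Ex 340/Em 450 nm) was followed for 8 min.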
# Numbers without * were called inactive; i = inactive; ? = inconclusive; · = no result given; & = joins results of further samples; [ ] = dose if it differs, or a comment. Unless noted, the call rests on the fitted dose curve; in most records, active means well fitted curve in the direction sought with a large enough effect; inconclusive means small, poorly fitted or top-dose-only effect, or another doubt; inactive means no such curve, though single readings can be large; an effect the other way counts as inactive or inconclusive. Potency means the concentration at half of the fitted maximal effect. Only part of the results is shown; count on the stated rates, not on these rows.
SMILES	JMJD2A Tudor	ALOX12 inh	RGS4 inh	PGK inhibitor	HP1b binding inh	ERG-DNA inh	Pin1 inhibitor	GLS inh	rTrxR1 inhibitor
COc1ccc(CN(CC2CCCO2)S(=O)(=O)c2ccc(-n3cnnn3)c(OC)c2)cc1 (centres undefined)	-4%	-8%	8%	7%	31%	11%	-2%	7%	19%[11.4 µM]
COc1ccc(CCn2c(=N)c(C(=O)NCC3CCCO3)cc3c(=O)n4cccc(C)c4nc32)cc1OC (centres undefined)	-16%	-2%	22%	4%	18%	-4%	1%	7%	3%
COc1cccc(/C=N/NC(=O)c2cccc3ccccc23)c1OC	-9%	i	1%	13%	30%	0%	-2%	2%	25%
Cc1c(O)c2c(=O)n(-c3ccccc3)c(-c3ccccc3)cc2oc1=O	-11%	-15%	8%	-2%	21%	-4%	-1%	8%	11%
CCCCOC(=O)C1[C@H]2C(=O)N(c3ccccc3CC)C[C@]23C=C[C@H]1O3 (some centres undefined)	-7%	-5%	32%	-5%	37%	-4%	-8%	2%	-6%
O=C1c2cccc3cccc(c23)N1Cc1cccc(F)c1	483%[activator]	?	-14%	-2%	i	-11%	2%	1%	0%
CSCCC(=O)N1CCCC(CO)(CCCc2ccccc2)C1 (centres undefined)	-19%	-28%	8%	-7%	24%	2%	1%	7%	8%
O=C(Cn1cc2c(n1)CCCC2)NCc1ccccn1	-16%	422%[activator]	31%	0%	43%[activator]	?	·	0%	7%
CN(C)S(=O)(=O)c1ccc(C(=O)NCc2ccccn2)cc1	-5%	-6%	21%	7%	42%[activator]	-1%	-9%	-5%	14%[57.1 µM]
Cc1cc2c(s1)c1cnn(-c3ccccc3)c(=O)c1n2C	-14%	0%	8%	5%	17%	·	-5%	2%	11%
O=C(Cn1nc2c(cc1=O)CCCC2)NCc1ccc(Cl)cc1	-7%	0%	5%	i	11%[57 µM]	2%	?	-10%	19%[57.1 µM]
O=C1NC(=Nc2ccccc2)CS1	-5%	470%[activator]	28%	2%	16%	-1%	-8%	1%	1%
C=CCN1CCc2c(cc(O)c(O)c2Br)[C@@H](c2ccccc2)C1	?	?	?	i	7%	1%	-12%	-2%	?
CC(C)CCNS(=O)(=O)c1ccc(-c2ccc(S(=O)(=O)NCCC(C)C)cc2)cc1	-14%	1%[57.4 µM]	16%	4%	20%	·	-11%	-7%	13%
O=C(COc1cc(Cl)ccc1Cl)Nc1ccc2[nH]c(=O)[nH]c2c1	-7%	-18%	0%	-9%	0%	14%	13%	3%	10%[57.1 µM]
O=C(NCCCN1CCN(c2ccc(F)cc2)CC1)c1cccc(N2CCCC2=O)c1	-6%	45%[activator]	-12%	-6%	19%	8%	-3%	26%	12%
CCOCCCn1c(SCC(=O)NC(C)C)nc2ccccc2c1=O	-4%	-11%	19%	-3%	21%	-12%	2%	1%	4%[11.4 µM]
c1coc(-c2ccnc3ncnn23)c1	4%	36%&-1%	-6%	-3%	29%	2%	3%	0%	19%
O=C(O)c1ccc(C2Nc3ccccc3-c3nnc(SCc4ccc(Cl)cc4)nc3O2)cc1 (centres undefined)	?	?	-2%	-13%	7%	10%	-4%	1%	13%
Cc1noc(C)c1S(=O)(=O)N(C)C[C@H]1Oc2c(cccc2N(C)C)C(=O)N([C@H](C)CO)C[C@@H]1C	-14%	-7%	17%	6%	35%	1%	3%	12%	-10%
CCOC(=O)C1CCN(CC(=O)Nc2cc(S(=O)(=O)N3CCCCC3)ccc2Cl)CC1	-12%	17%	9%	4%	20%	-5%	0%	13%	20%
CCN1CCN(c2c(Cl)cccc2NC(=O)c2ccc([N+](=O)[O-])cc2)CC1	?	-12%	-8%[56.9 µM]	i	2%	-4%	-5%	6%	11%
COc1ccc(C2NC(=O)NC(O)(C(F)(F)F)C2C(=O)c2ccc(F)cc2)cc1 (centres undefined)	-10%	-17%	-12%	4%	58%[activator]	-3%	-6%	3%	-8%
CN(CCNC(=O)CN1C(=O)CSc2ccc(S(=O)(=O)N3CCCC3)cc21)Cc1ccccc1	-20%	10%	8%[56.9 µM]	-1%	34%	-3%	11%	-12%	-12%
Cn1c(CNc2cccc(C(F)(F)F)c2)n[nH]c1=S	?	0%	-7%[56.9 µM]	-1%	?	2%	8%	18%	-14%
COC(=O)c1ccc(C)c(NC(=O)CCSc2ccc(Cl)cc2)c1	-3%	18%	-22%	-6%	39%[activator]	1%	-2%	2%	1%
COC(=O)c1sccc1S(=O)(=O)N(CC(=O)NCc1ccccc1)c1ccccc1	-17%	-18%	-10%	-7%	-26%	2%	-2%	-5%	1%[57.1 µM]
CN(C)c1ccc(/C=N/NC(=O)c2cc(-c3ccc4c(c3)OCO4)n[nH]2)cc1	-6%	138%[activator]	-7%	-1%	29%	7%	11%	-5%	18%[57.1 µM]
COc1cc(C2OCC3C(c4cc(OC)c(OC)c(OC)c4)OCC23)cc(OC)c1OC (centres undefined)	-26%	-17%	4%	-1%	1%	-4%	2%	0%	6%
COc1ccc(C2C(C(=O)Nc3ccccc3OC)=C(C)Nc3nnnn32)c(OC)c1 (centres undefined)	-10%	?	-23%	i	36%	6%	-11%	10%	-2%
O=C(O)c1ccc(CSc2nnc(COc3ccc(Cl)cc3Cl)o2)cc1	-16%	?	5%	-3%	26%	-3%	-9%	9%	3%
O=C1NCC(COCC2CC=CCC2)O1 (centres undefined)	-17%	3%	14%	-2%	-34%	3%	-14%	14%	-4%
O=c1/c(=C/c2ccc(O)cc2)sc2n1CCCN=2	-2%	204%[activator]	-12%	-17%	19%	13%	0%	16%	-21%
CC(CCc1ccccc1)NCc1cccc2ccccc12 (centres undefined)	25µM*	?	1%	-2%	-27%	-4%	-14%	9%	-3%
Fc1ccc(C2=Nn3c(Cc4ccccc4)nnc3SC2)cc1	-13%	-5%	12%	2%	27%	·	1%	15%	18%
Cc1nn(Cc2c(Cl)cccc2Cl)c(Cl)c1/C=C/C(=O)OCC(=O)NCC(F)(F)F	12%	1%	-15%	-8%	40%[activator]	-9%	18%	-5%	17%[57.1 µM]
CC(Oc1cccc(Br)c1)C(=O)NNC(=O)c1ccccn1 (centres undefined)	-15%	·	-9%	i	34%	5%	-2%	1%	14%
O=S(=O)(N/N=C\c1cccnc1)c1ccccc1	-18%	-15%	-9%	i	30%	·	-2%	6%	-7%
COc1ccc(-n2c(=O)c3c4c(sc3n(Cc3ccccc3)c2=O)CCC4)c(OC)c1	-22%	-2%	3%	-1%	17%	3%	44%[activator]	10%	7%
CC(C)(C)c1cc(C(=O)N/N=C/c2ccc(-c3ccccc3[N+](=O)[O-])o2)n[nH]1	?	-10%	?	-7%	-23%	-5%	?	1%	?
N#CC1=C(Nc2ccccc2)SC=C(c2ccccc2)N=C1N1CCOCC1	-18%	1%	?	-1%	36%	-3%	-15%	21%	-14%
CCOC(=O)c1ccc(CN(Cc2ccc(C)cc2)S(=O)(=O)c2ccc(F)c(C(=O)Nc3ccc(C)c(F)c3)c2)cc1	-13%	7%	18%	1%	33%	1%	10%	4%	21%[57.1 µM]
COc1ccc(NC2=C(C(C)=O)C(c3ccc(N(C)C)cc3)C(C(C)=O)C(C)(O)C2)cc1 (centres undefined)	-23%	-4%	-15%	-5%	2%	7%	7%	45%[activator]	-3%[57.1 µM]
O=C1CC2C(CC(OC(=O)c3ccc(-c4ccccc4)cc3)C2CO)O1 (centres undefined)	-7%	6%	-25%	-2%	7%	0%	0%	9%	-4%
Cc1ccc(NC(=O)CN2CCC(Cc3ccccc3)CC2)cc1S(=O)(=O)N(C)C	18µM*	?	8%	7%	?	-3%	?	1%	27%
CCc1ccc2[nH]c(C(=O)Nc3ccc(F)cc3Br)cc2c1	-27%	0%	-9%	-10%	9%	-2%	5%	0%	9%[57.1 µM]
Cc1cccc(NC(=O)/C(=C\c2ccco2)NC(=O)c2ccccc2)c1	2%	?	22%	-2%	14%	5%	63%[activator]	·	-19%
COc1cc(C)nc(N(C)S(=O)(=O)c2ccccc2Cl)n1	10%	16%	14%	-7%	41%[activator]	-8%	5%	-8%	-1%
Cc1ccc(CCNC(=O)CN2C(=O)COc3ccccc32)cc1	4%	12%	1%	-1%	21%	1%	-1%	3%	14%[57.1 µM]
Cc1ccccc1N(CC(=O)N/N=C/c1ccc(Cl)cc1)C(=O)c1ccccc1	-35%	-1%	38%	-2%	1%	-1%	3%	0%	-4%
